# mHTT CaM bind: mutant huntingtin-calmodulin interaction inhibitors – biochemical, AlphaScreen, primary screen. 190,000 tested, 3.6% active. inhibition, % at 15 µM. AID 1671202, 2021. AlphaScreen His-mHTT/GST-CaM binding, luminescence;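 also: 0% = both proteins with DMSO and 100% = one protein alone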
# Pf apPOL inh: Pf-apPOL inhibitors, biochemical, fluorescence; Plasmodium falciparum apicoplast DNA polymerase (apPOL); Recombinant Pf-apPOL, molecular beacon fluorescence, 1.5 h; inhibition, % at 10 µM; 210,000 tested, 0.25% active
# * = called active by the depositor; · = not tested or not shown; & = joins results of further samples. Rule as the data show it: active = inhibition above about 50%; inactive = the rest.
SMILES,mHTT CaM bind,Pf apPOL inh
CCSc1ccccc1C(=O)NCC1CCN(C(=O)Oc2ccccc2)CC1,-2,1
Nc1nc2n(n1)C(c1ccc(Cl)cc1)CC(c1ccccc1)N2 (stereo unspecified),8,-7
CC(C)(C)N=C1Nc2ccccc2NC12CCCN(C(=O)c1ccsc1)C2 (stereo unspecified),2,11
O=C1/C(=C/c2cc(Br)cc(I)c2O)Sc2ccccc21,37,-3
COc1ccc(C2=N[C@H](c3ccccc3)CO2)cc1,7,3
CC(C)c1ccc(OCC2C[N+]34CCO[B-]3(OCC4)O2)cc1 (stereo unspecified),-4,-5
CN1c2cc(Cl)ccc2C(=O)NC12CCN(C(=O)Nc1cccc(F)c1)CC2,-5,-4
Cc1nc2ccccc2c2c1C(=O)N(c1cccnc1Cl)C2=O,-2,-6
CCN1CCN(CCNC(=O)C2CCN(c3ccc(N4CCCCC4)nn3)CC2)CC1,16,-4
O=C(COc1ccc([N+](=O)[O-])cc1)Nc1ccc(Cl)cc1,4,2
Cc1cc(C)cc(NC(=O)Nc2nccn(-c3cccc(Cl)c3)c2=O)c1,-3,-2
Cc1cc(C)cc(C(=O)NC(C)C(=O)N2CCCc3ccccc32)c1 (stereo unspecified),-4,0

# The final 3 records of the part before open the next one.
SMILES,mHTT CaM bind,Pf apPOL inh
O=C(COc1ccc([N+](=O)[O-])cc1)Nc1ccc(Cl)cc1,4,2
Cc1cc(C)cc(NC(=O)Nc2nccn(-c3cccc(Cl)c3)c2=O)c1,-3,-2
Cc1cc(C)cc(C(=O)NC(C)C(=O)N2CCCc3ccccc32)c1 (stereo unspecified),-4,0
Cc1cc(C)c(S(=O)(=O)Nc2ccc(F)cc2)c(C)c1,-6,-1
COc1cc(C2C(C#N)=C(N)Oc3n[nH]c(-c4ccccc4)c32)ccc1O (stereo unspecified),16,-5
NC(N)=NC(N)=Nc1ccc(Oc2ccccc2)cc1,4,16
COc1ccc(N2C(=O)C3CCCN3C2c2cc(OC)ccc2OC)cc1 (stereo unspecified),4,-4
COc1cccc(C(O)c2nc3ccccc3n2C(C)C)c1OC (stereo unspecified),6,0
Cc1ccc(-c2nc(-c3ccncc3)no2)cc1Cl,-10,-5
CN(C)CCCN1C(=O)C(=O)C(=C(O)c2ccc(F)cc2)C1c1ccc(Cl)cc1 (stereo unspecified),2,2
Cc1[nH]nc(SCC(=O)Nc2ccc(C#N)cc2)c1[N+](=O)[O-],7,-4
COc1ccccc1CCC(=O)N1CCC(c2nc3cccnc3n2C)C1 (stereo unspecified),-3,-5
O=C(Oc1ccc2c(c1)OC(=Cc1cccnc1)C2=O)c1ccc([N+](=O)[O-])cc1,12,7
Cc1ccc(C2CCC3(CCC(=O)N3CCOC(=O)Nc3cccc(C#N)c3)CC2)cc1 (stereo unspecified),-6&-5,-1&-5
COc1ccc(C2/C=C\CN[C@@H](Cc3ccccc3)C(=O)N2Cc2ccc(F)cc2)cc1 (stereo partly specified),64*,0

# 3 entries out of the list, ordered by heavy-atom count, lowest first:
SMILES,mHTT CaM bind,Pf apPOL inh
NC(N)=NC(N)=Nc1ccc(Oc2ccccc2)cc1,4,16
Cc1[nH]nc(SCC(=O)Nc2ccc(C#N)cc2)c1[N+](=O)[O-],7,-4
O=C(Oc1ccc2c(c1)OC(=Cc1cccnc1)C2=O)c1ccc([N+](=O)[O-])cc1,12,7

# Pulled by compound from above:
SMILES,mHTT CaM bind,Pf apPOL inh
O=C(Oc1ccc2c(c1)OC(=Cc1cccnc1)C2=O)c1ccc([N+](=O)[O-])cc1,12,7
Cc1ccc(C2CCC3(CCC(=O)N3CCOC(=O)Nc3cccc(C#N)c3)CC2)cc1 (stereo unspecified),-6&-5,-1&-5
COc1ccc(C2/C=C\CN[C@@H](Cc3ccccc3)C(=O)N2Cc2ccc(F)cc2)cc1 (stereo partly specified),64*,0
Cc1ccc(-c2nc(-c3ccncc3)no2)cc1Cl,-10,-5
COc1ccccc1CCC(=O)N1CCC(c2nc3cccnc3n2C)C1 (stereo unspecified),-3,-5
COc1ccc(N2C(=O)C3CCCN3C2c2cc(OC)ccc2OC)cc1 (stereo unspecified),4,-4

# Next part
SMILES,mHTT CaM bind,Pf apPOL inh
CC1=C(C(=O)Nc2ccc(C)cn2)C(c2ccc(Cl)cc2Cl)C2=C(CCCC2=O)N1 (stereo unspecified),10,-7
O=C(N1CCN(CC(O)c2cccs2)CC1)C1(c2ccccc2)CCOCC1 (stereo unspecified),-10,-3
O=C(NC1CC1)c1ccc(OCC2CCCN2C(=O)Cc2ccccc2F)cc1 (stereo unspecified),-4,3
COc1ccc(C(=O)C(C)OC(=O)CCc2c[nH]c3ccccc23)cc1 (stereo unspecified),90*,-7
O=C(Cc1cc(-c2ccc3c(c2)OCO3)on1)Nc1ccc(F)c(F)c1F,1,6
CSc1nc(-c2ccco2)cc(C(F)(F)F)c1C#N,-13,·
Cc1nc2c(C(=O)NC3CCCC3)cnn2c(C)c1Cc1cccc(Br)c1,10,0
COc1cccc(N=Cc2c(C)[nH]n(-c3ccccc3)c2=O)c1,46,-13
CC(C)CCN1C(=O)c2ccccc2CC1(C)C(=O)NC1CCCCC1 (stereo unspecified),10,-6
COc1cc(C=C2Oc3cc(OCC(=O)c4cc5ccccc5o4)ccc3C2=O)cc(OC)c1OC,-4,-10
C=CCOc1ccc(C2C(=C(O)c3ccc(OC)cc3)C(=O)C(=O)N2CCCn2ccnc2)cc1 (stereo unspecified),32,-29
O=C(NC1CC1)c1ccccc1OCC1CCN(C(=O)c2ccc(C(F)(F)F)cc2)CC1,8,8
CN(C)CC#CC1(O)CCCCC1,-3,·
Cc1ccc(OCC(=O)Nc2ccccc2N2CCOCC2)cc1,-6,0
CCc1ccc(NC(=O)C2CCc3sc(C(=O)N(C)C)cc3C2)cc1 (stereo unspecified),7,-2
COc1ccc(N2C(=O)CSC2c2ccccc2[N+](=O)[O-])cc1Cl (stereo unspecified),-3,-3
CCc1ccccc1NC(=O)C1CN(S(C)(=O)=O)CC12CCCCC2 (stereo unspecified),8,6
Cc1ccc(C(=O)N2CC3CC(NC(=O)c4cccnc4)C2C3)cc1F (stereo unspecified),5,-4
CN1C(=O)CCC2(CNC(=O)c3nn(C)c4ccccc34)CCCC12 (stereo unspecified),5,-2
COc1ccc(CCNC(=O)c2cc3c(n(-c4ccccc4)c2=O)CC(C)(C)CC3=O)cc1OC,16,-9
CCOc1ccccc1N1CCN(Cc2cc(Br)cs2)CC1,-3,-8
COc1cc(/C=C2\Sc3ccccc3C2=O)cc2sc(=O)oc12,13,0
COCCCNC(=O)c1cccc(C2CCCN(C(=O)Nc3ccc(Cl)cc3)C2)c1 (stereo unspecified),-12,0
CCC(=O)N1c2ccccc2-c2nnc(SC)nc2OC1c1ccccc1F (stereo unspecified),17,-4
COc1cccc(N2C=NS(=O)(=O)c3cccnc32)c1,-6,-2
CNC(=O)N1CCc2ccc(C(=O)NC(C)(C)C)cc21,-5,0
COc1cc([N+](=O)[O-])ccc1NC(=O)c1cc(I)ccc1Cl,-2,-1
N#C/C(C(N)=O)=C1\Oc2c(cc(O)cc2-c2ccc(Cl)cc2Cl)S1,0,-5
CCCc1ccc(OCC(O)CN2CCN(C(=O)OCC)CC2)cc1 (stereo unspecified),25,0
Cn1c(=O)c2nc3c(nc2n(C)c1=O)[nH]c1ccccc13,-5,-9
CC(C)C(=O)Nc1cc(-c2nc3ncccc3o2)ccc1Cl,-5,-1
CCC(CC)C(=O)Nc1nnc(C23CC4CC(CC(C4)C2)C3)s1,-4,4
NC(=O)CSc1nnnn1-c1ccccc1,2,-5
CCOc1ccc(OCC)c(S(=O)(=O)NCCCN2CCOCC2)c1,7,-4
CCOCCCNC(=O)c1cc(Sc2ccc(C)cc2)nc2ccccc12,0,-3
O=S(=O)(Cc1nc(C=Cc2cc(C(F)(F)F)cc(C(F)(F)F)c2)no1)c1ccc(Cl)cc1,·,6
CCCN(CCC)Cn1c(=O)oc2cc(Cl)ccc21,-4,-1
CCCNC(=O)C1CCN(c2nnc(-c3ccc(OC)cc3)o2)CC1,0,-3
CCCS(=O)(=O)N1CCC(n2c(-c3cccs3)nc3cccnc32)C1 (stereo unspecified),5,-6
CCCC(=O)NC(c1ccc(Cl)cc1)c1ccc2cccnc2c1O (stereo unspecified),99*,6
CCOC(CCn1c(SCC(=O)Nc2ccc(CC)cc2)nc2ccccc2c1=O)OCC,7,-2
CC(Sc1nc2c(c(=O)n1-c1ccc(F)cc1)SCC2)c1ccccc1 (stereo unspecified),48,9
Cc1ccc2nc(NC(C)(C)CO)nc(-c3ccccc3)c2c1,-32,-1
Cc1cccc(NC(=O)c2cc3ccccc3c(=O)o2)n1,-7,3
O=C(O)CCc1ccco1,-3,·
Cc1ccc(C2=NC(=Cc3ccc(N(C)C)cc3)C(=O)O2)cc1,-1,-53
O=C(Nc1ccc2c(c1)OCO2)N1CCCCCC1c1ccc(Cl)cc1 (stereo unspecified),3,-1
CCCNS(=O)(=O)c1ccc([N+](=O)[O-])cc1,5,-11

# One compound at a time (already shown). Order of screens: mHTT CaM bind, Pf apPOL inh
# Cc1ccc(C2=NC(=Cc3ccc(N(C)C)cc3)C(=O)O2)cc1 in the list: -1, -53
# Cc1cccc(NC(=O)c2cc3ccccc3c(=O)o2)n1 in the list: -7, 3
# O=C(O)CCc1ccco1 in the list: -3, ·
# CCCS(=O)(=O)N1CCC(n2c(-c3cccs3)nc3cccnc32)C1 (stereo unspecified) in the list: 5, -6

# Continuation.
SMILES,mHTT CaM bind,Pf apPOL inh
Cc1ccc(NC(=O)c2cc([N+](=O)[O-])ccc2NCc2ccco2)cc1,16,-2
CCn1cc(C(=O)Nc2cc(C)ccc2OC)c(=O)c2ccc(C)nc21,-2,-10
C[C@H]1C(c2cccc(Cl)c2)=NN(c2ccccc2)[C@@H]1CO,-84,-3
COCCNC(=O)c1c(NC(=O)COc2ccccc2F)sc2c1CCCC2,-3,-4
COc1ccc(CCNC(=O)NC2CCCCC2)cc1,-2,-1
CCNc1cc(N2CCC(CCC(=O)N3CCN(CC(C)C)CC3)CC2)ncn1,11,-3
O=C(CN1CCN(c2ccc(C(F)(F)F)cn2)CC1)Nc1ccc2c(c1)OCO2,·,-4
O=C(Cc1ccsc1)N1CCCC(OCc2nc(C3CC3)no2)C1 (stereo unspecified),-2,0
Cc1ccc(C(=O)N2CCN(C(=O)c3nnn4c3COC(c3ccccc3)C4)CC2)cc1C (stereo unspecified),-4,-2
O=C(NCc1ccc(F)cc1)c1csc(Nc2ccccc2)n1,5,-2
CCN(CC)C(=O)c1ccc2c(c1)N(C(=O)NC)CC2,-6,-1
COc1cccc2c1OC1(CCCCC1)N1N=C(c3ccc(C)o3)CC21 (stereo unspecified),80*,-17
CC1CCn2c(nc3cc(C(=O)NCc4ccco4)ccc32)C1 (stereo unspecified),-4,-7
COc1cc2[nH]c(=O)n(CCC(=O)NCc3cccnc3)c(=O)c2cc1OC,0,-2
CCOc1ccccc1/C=C1\N=C(c2cccc([N+](=O)[O-])c2)OC1=O,0,-4
Cc1ccc(COc2ccc(/C=C3\C(=O)NN(c4ccccc4)C3=O)cc2)cc1,0,-4
CC(=O)Nc1ccc(Oc2nc(-c3ccccc3F)nc3ccccc23)cc1,1&4,6&0
CCc1ccccc1N(CC(=O)Nc1cccc([N+](=O)[O-])c1)S(C)(=O)=O,11,-3
COc1ccccc1CC(=O)N1CCCn2nc(-c3ccc(Cl)cc3)cc2C1,71*,-2
CCOc1cccc(CNC(=O)C2CCc3sc(C(=O)N(C)C)cc3C2)c1 (stereo unspecified),12,-5
COc1ccc(NC(=O)NCCCSC2CCCCC2)c(OC)c1,6,-11
Cc1cccc(C)c1NC(=O)C(C)Sc1ccccc1 (stereo unspecified),-14,5
C[C@@H]1CCN(C2CC2)S(=O)(=O)c2ccc(N3CCC[C@H]3C)cc2O1,0,-4
O=c1[nH]nc(SCc2nc(-c3ccc(F)cc3)no2)n2nc(-c3cccs3)cc12,0,2
CCOc1cc(C=O)cc(Cl)c1OCc1ccccc1F,-13,-16
O=S(=O)(Nc1ccccc1)c1ccc(Cl)cc1I,·,7
COCCNC(=O)C(=O)NCCCN1CCN(c2ccccc2)CC1,-8,-5
CC(C)COc1ccc(C(=O)Nc2ccc([N+](=O)[O-])cc2Cl)cc1,1,-3
CCCCC(CC)CNC(=O)CCCn1c(=S)[nH]c2cc3c(cc2c1=O)OCO3 (stereo unspecified),-4,2
CC1CCN(Cc2csc(N3CCN(C(=O)C4CCCO4)CC3)n2)CC1 (stereo unspecified),3,-2
CCCCC[C@@H](C)N1C[C@H](COCc2ccccc2)Oc2cc(N3CCC[C@@H]3CO)ccc2S1(=O)=O,24,-8
CC(O)(CNC(=O)c1ccc(F)cc1F)c1ccc2c(c1)OCO2 (stereo unspecified),-9,-4
CC1=NN(c2cccc(C(F)(F)F)c2)C(=O)/C1=C/c1ccc(-c2ccc3c(c2)COC3=O)o1,15,-3
O=C(NCc1ccc2c(c1)OCO2)c1cc(-c2ccc(F)cc2)ns1,-17,-2
Cc1nc(C)c(Oc2ccc(Cl)cc2Cl)c(Sc2cccc(C(F)(F)F)c2)n1,·,-3
O=C1CCC(=O)N1c1nc2ccccc2s1,-2,-6
O=S(=O)(Nc1ncccn1)c1ccc(NS(=O)(=O)c2cc(Cl)ccc2Cl)cc1,-4,-14
COCc1[nH]nc2c1C(c1cccs1)C(C#N)=C(N)O2 (stereo unspecified),-6,·
Cc1ccccc1C(=O)N1CCC(c2nc(CCNC(=O)C3CCC3)cs2)CC1,2,-3
COc1ccc(C(=O)NN2CCOCC2)c(OC)c1,4,2
Cc1cccc2nnc(N3CCCC(C(=O)NCC4CCCCC4)C3)n12 (stereo unspecified),0,-5
CC(C)(C)c1ccc(-c2nc3s/c(=C\c4ccco4)c(=O)n3n2)cc1,11,-7
O=C(c1ccccc1F)N1CCC(CCOc2ccc(F)cc2)CC1,15,2
O=C(Nc1ccc(F)cc1F)c1cccc([N+](=O)[O-])c1,0,-1

# An excerpt (hit frequency here may not be typical).
